SIRT5 block = inhibitors of human sirtuin-5 desuccinylase. Q9NXA8. Purified SirT5, succinyl-peptide AMC, trypsin-coupled fluorescence. inhibition, % at 15 µM. hit rate 1.1% among 330,000. AID 652115; in the data active = inhibition above about 15%
Target sequence (Q9NXA8 whole entry, looked up): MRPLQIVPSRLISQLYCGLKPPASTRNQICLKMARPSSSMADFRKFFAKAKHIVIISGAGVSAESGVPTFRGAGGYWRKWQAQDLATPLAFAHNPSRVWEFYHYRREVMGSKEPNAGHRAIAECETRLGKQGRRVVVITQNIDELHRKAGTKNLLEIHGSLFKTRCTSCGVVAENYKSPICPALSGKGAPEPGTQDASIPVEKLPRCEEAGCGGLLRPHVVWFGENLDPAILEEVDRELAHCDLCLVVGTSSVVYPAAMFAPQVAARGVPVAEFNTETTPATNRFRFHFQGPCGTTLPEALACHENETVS
CASP6 VEID inh = blocks human caspase-6 cleavage activity | P55212 | AID 686996 | purified caspase-6, Z-VEID-R110 cleavage fluorescence | inhibition, % at 12.5 µM | hit rate 0.53% among 350,000;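 active = mean inhibition across replicates at least about 35%, with every replicate also reaching that limit, limit read from the data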;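 also: 0% = median of neutral control wells and 100% = no fluorescence left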
Target sequence (P55212 24-179 limits assumed): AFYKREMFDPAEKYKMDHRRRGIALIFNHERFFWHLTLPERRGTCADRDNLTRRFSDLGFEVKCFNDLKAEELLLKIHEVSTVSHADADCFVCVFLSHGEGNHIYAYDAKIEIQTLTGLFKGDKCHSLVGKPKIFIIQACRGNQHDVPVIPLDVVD
Target sequence (P55212 194-293 limits assumed): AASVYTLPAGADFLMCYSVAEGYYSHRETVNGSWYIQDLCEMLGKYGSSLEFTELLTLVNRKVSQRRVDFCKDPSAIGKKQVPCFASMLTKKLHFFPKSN
FN deposit inh = fibronectin deposition inhibition | AH1F fibroblasts, Alexa488-fibronectin deposition fluorescence, overnight | inhibition, % at 12.6 µM | hit rate 0.086% among 350,000;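 active = mean inhibition across replicates of 30% or more, regardless of how many single replicates reach that level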;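 also: positive control wells lacked labelled fibronectin entirely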
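Assay system: AH1F fibroblast monolayer, labelled fibronectin deposition. Amount: 10000 cells per well. Also added: labelled fibronectin 24 nM. Compound: single-point pinned compound. Incubation: cell attachment 1 h, compound and FN exposure overnight. Detection: fluorescence after three HBSS washes, excitation 485 nm, emission 525 nm. Read-out: inhibition of fibronectin deposition signal.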
LGR2 antag = inhibitors of bursicon-induced Drosophila LGR2 receptor cAMP signaling. HEK293 LGR2, CRE-luciferase, bursicon-stimulated, 4 h. inhibition, % at 9.99 µM. hit rate 0.35% among 380,000. AID 720647;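 active = drop in luminescence signal, shown as inhibition above about 50% in the replicate tests, limit read from the data, passing the limit was not always enough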;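 also: agonist challenge used bursicon conditioned medium at about half maximal strength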
C2C12 statin = suppressors of simvastatin-induced myotoxicity in C2C12 myotubes | ATP luminescence, 48 h; scaled: DMSO 0, geranylgeraniol control 100 | rescue of ATP level, % at 7.49 µM | hit rate 0.78% among 330,000 | AID 602340;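 active = mean ATP rescue above about 67%, or every replicate alone reaching that limit, limit read from the data, passing the limit was not always enough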;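 also: myotubes were challenged with 10 µM simvastatin during compound exposure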
S100A4 inh HTS = S100A4-myosin IIA interaction inhibition. P26447. S100A4/TAMRA-MyoIIA peptide fluorescence polarization. inhibition, % at 10.7 µM. hit rate 0.14% among 360,000;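 active = mean inhibition of at least 70% across replicates, with every replicate also reaching that level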
Target sequence (P26447 whole entry, looked up): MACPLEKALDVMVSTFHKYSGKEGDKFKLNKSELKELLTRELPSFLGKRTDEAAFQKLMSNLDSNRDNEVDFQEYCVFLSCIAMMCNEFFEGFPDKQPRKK
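Material: S100A4 monomer protein | Medium: HEPES pH 7.2 with CaCl2, KCl, NaCl, DTT, Triton | Reagent: Labelled myosin peptide probe, 5 nM | Doses: One dose per compound | Times: 5 min incubation before reading | Benchmarks: Neutral control DMSO, positive control TFP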
esBAF inh = SWI/SNF esBAF complex inhibition; mouse ES cells, Bmi1-luciferase knock-in reporter, 24 h; 100% = twice the neutral-well signal; hit rate 2% among 350,000; AID 602393; reporter increase, % at 12.5 µM; in the data active = activation above about 40%;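 also: 0% = median of the plate's neutral control wells and 100% = double that signal; a rise in the Bmi1 reporter signal indicates esBAF inhibition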
Active calls of the source: *; / = no result given; & = joins results of further samples. Only part of the results is shown, so the mix of outcomes need not match the whole.

SMILES	SIRT5 block	CASP6 VEID inh	FN deposit inh	LGR2 antag	C2C12 statin	S100A4 inh HTS	esBAF inh
COc1ccc(Cl)cc1NC(=O)C(=O)N/N=C/c1cc(C)n(-c2ccc(C)cc2)c1C	-1	-1	/	-16	-11	2	8
N/C(CSc1ccc(Cl)cc1)=N\S(=O)(=O)c1ccc(Cl)cc1	-3	-4	3	11	6	5	1
Cc1cc(C)nc(-n2ncc3c2CC(c2ccccc2)CC3=O)n1 (stereo not given)	/	2	-1	4	13	-3	-4
CCOC(=O)c1ccc(N2C(=O)C3C(/C=C/c4ccccc4)OC4(C(=O)c5ccccc5C4=O)C3C2=O)cc1 (stereo not given)	2	-1	8	-1	/	-1	/
O=S(=O)(/C=C/c1ccccc1)NCc1ccccc1Cl	0	-1	14	2	/	-1	/
COc1ccccc1C(=O)Nc1ccnn1C1CCN(C(C)CSC)CC1 (stereo not given)	3	-4	-4	-4	-6	-2	4
COc1cc(OC)cc(-c2c(-c3ccc(F)cc3)c3cc(-c4cnc(OC)nc4)ccc3n2C)c1	/	/	-1	-12	-7	/	-2
Cc1cc2oc(=O)cc(Cn3ccnc3)c2cc1Cl	-1	-2	1	-9	0	-4	-11
COc1ccc(CNC(=O)Nc2cc(C)ccc2C)cc1	-3	2	/	-11	/	-7	/
COCC(=O)Nc1nc2ccc(S(C)(=O)=O)cc2s1	/	/	-9	/	0	/	18
C[C@H](CO)N1C[C@H](C)[C@H](CN(C)S(=O)(=O)c2ccccc2)Oc2ccc(NC(=O)Nc3cccc4ccccc34)cc2C1=O	4	-2	/	19	58	-18	-7
COCCN1C(=O)CCC1(C)c1nnnn1-c1ccc2c(c1)OCCO2 (stereo not given)	/	1	-16	-4	/	-11	/
COCCCNc1ccn2nc(-c3ccc(OCc4ccccc4)cc3)cc2n1	0	1	-11	-23	16	4	18
Cc1cc(Cl)ccc1OC(C)C(=O)NNC(=O)C1CCCCC1C(=O)O (stereo not given)	-7	-3	2	8	5	-2	-5
Cc1nc(N2CCCCC2)c2sc(=S)n(C)c2n1	-3	-1	0	-1	0	-1	-5
Cc1ccc(C(=O)c2ccccc2C(=O)OCC(=O)NC(=O)NC(C)(C)C)cc1	12	9	23	-4	/	-5	/
C/C(CC(=O)Nc1ccccc1C#N)=N\NC(=O)c1ccncc1	/	-12	1	-5	-8	2	3
Cc1ccc(SCC(=O)OC(C)C(=O)NC2CCCCC2C)c(C)c1 (stereo not given)	-4	1	-1	12	-21	-6	-6
CCCNC(=O)N(C)C[C@@H]1Oc2ncc(/C=C/c3ccccc3)cc2C(=O)N([C@@H](C)CO)C[C@H]1C	-9	0	/	3	-1	-68	0
C[C@@H]1CN([C@H](C)CO)C(=O)Cc2cc(NC(=O)Nc3ccc(C(F)(F)F)cc3)ccc2O[C@H]1CN(C)Cc1ccccc1	/	3	/	2	-1	-24	-1
O[C@@H]1C[C@H](c2ccc(Cl)cc2)N(Cc2cccs2)C[C@H]1n1cc(-c2ccc(F)cc2)nn1	-12	-1	-3	5	19	-5	6
CCCNC(=O)N1CC2(CN(Cc3ccncc3)C2)c2c(n(C)c3cc(OC)ccc23)[C@H]1CO	-2	1	/	-20	/	3	/
C/C=C/c1ccc2c(c1)O[C@@H](CN(C)Cc1ccc(C(=O)O)cc1)[C@@H](C)CN([C@@H](C)CO)S2(=O)=O	4	-4	/	-3	4	41	-1
CC(C)CSc1ccc(S(=O)(=O)NCC(=O)O)cc1[N+](=O)[O-]	1	2	5	/	/	7	/

Whole records, looked up by structure. Order of values: SIRT5 block	CASP6 VEID inh	FN deposit inh	LGR2 antag	C2C12 statin	S100A4 inh HTS	esBAF inh
Record of `CCCNC(=O)N1CC2(CN(Cc3ccncc3)C2)c2c(n(C)c3cc(OC)ccc23)[C@H]1CO` = -2	1	/	-20	/	3	/
Record of `C/C(CC(=O)Nc1ccccc1C#N)=N\NC(=O)c1ccncc1` = /	-12	1	-5	-8	2	3
Record of `C[C@@H]1CN([C@H](C)CO)C(=O)Cc2cc(NC(=O)Nc3ccc(C(F)(F)F)cc3)ccc2O[C@H]1CN(C)Cc1ccccc1` = /	3	/	2	-1	-24	-1
Record of `CCCNC(=O)N(C)C[C@@H]1Oc2ncc(/C=C/c3ccccc3)cc2C(=O)N([C@@H](C)CO)C[C@H]1C` = -9	0	/	3	-1	-68	0
Record of `COCCCNc1ccn2nc(-c3ccc(OCc4ccccc4)cc3)cc2n1` = 0	1	-11	-23	16	4	18

Further compounds follow:
SMILES	SIRT5 block	CASP6 VEID inh	FN deposit inh	LGR2 antag	C2C12 statin	S100A4 inh HTS	esBAF inh
COc1ccc(-c2ccccc2C2Cc3nnccc3CN2)cc1 (stereo not given)	-2	5	-17	5	/	-7	/
CC(C)OCCCNC(=O)c1cc(S(=O)(=O)N2CCc3ccccc32)cn1C	-2	-2	-8	13	8	-1	4
Cc1cc(C(=O)COC(=O)c2n[nH]c(=O)c3ccccc23)c(C)n1C	0	4	-1	-115	7	-9	22
CCOC(=O)C1CCCN(C(=O)c2cccc(S(=O)(=O)NCc3ccccc3)c2)C1 (stereo not given)	/	-196	-3	1	3	-10	-1
COc1ccc(OC)c(N(CC(=O)NN=C2CCN(C)CC2)S(=O)(=O)c2ccccc2)c1	0	6	8	-12	-7	4	3
O=C(NC1CCCCCC1)c1ccc(N2CCCC2=O)cc1	/	/	-4	/	-4	/	8
COc1cc(CN2C[C@@H]3N[C@H](C2)C3c2ccc(-c3cccc(OC)c3)cc2)cc(OC)c1 (stereo not given in full)	5&-2	-5&-6	-3&18	-22&4	/	-22&8	/
CSc1ccc(CNC(=O)Cn2nc(C)c3c(C)n(-c4ccc(C)cc4)nc3c2=O)cc1	0	-3	-4	-6	-39	5	-4
Cc1ccc(S(=O)(=O)C2(S(=O)(=O)c3ccc(C)cc3)CCCC2)cc1	/	/	13	/	-52	/	-36
CCOC(=O)C1=C(C)Nc2ccccc2N=C1NC(=O)C(c1ccccc1)c1ccccc1	-1	1	-5	13	-14	-6	-4
C[C@H](CO)N1C[C@H](C)[C@H](CN(C)C(=O)Nc2cccc3ccccc23)Oc2ncc(-c3ccc(F)cc3)cc2C1=O	8	0	/	-19	21	-8	15
CN(C)CCCNC(=O)C[C@@H]1C=C[C@@H](NS(=O)(=O)c2ccc(F)cc2)[C@@H](CO)O1	-5	-1	/	2	-13	6	-1
COCCCNC(=O)Cn1c(=O)oc2cc(S(=O)(=O)N3CC(C)CC(C)C3)ccc21 (stereo not given)	8	6	10	7	10	-2	-1
Cn1c(=O)c2c(nc3n2CC(COc2ccc(Cl)cc2)O3)n(C)c1=O (stereo not given)	8	1	0	12	-8	-3	-4
COc1ccc(C2C(C(=O)NCc3cccnc3)c3ccccc3C(=O)N2C)cc1OC (stereo not given)	/	/	8	/	6	/	4
Cc1ccc(S(=O)(=O)N(C)C[C@@H]2OCCCC[C@H](C)Oc3ccc(NC(=O)Nc4c(C)noc4C)cc3C(=O)N([C@H](C)CO)C[C@H]2C)cc1	1	0	-1	-6	/	0	1
CO[C@@H]1CC[C@H]2CCN(C)C(=O)[C@@H](C)[C@H](OC)CN(C)C(=O)c3cc(C#N)ccc3OC[C@@H]1O2	4	0	1	1	-7	10	-7
Cc1cc(C)c(S(=O)(=O)Nc2nccs2)c(C)c1	-1	-4	3	-11	10	2	1
COc1cccc(-c2ccc3c(c2)[C@@H]2C[C@H]4[C@@H](CN2CC3)[C@H](C)ON4C)c1	-2	-7	-1	-18	/	-2	/
COc1ccc(S(=O)(=O)N2CCOCC2)cc1NC(=O)c1ccc2c(c1)OCO2	4	2	0	10	7	-3	0
CC1=NN(C(=O)CCCc2ccccc2)C(O)(C(F)(F)F)C1 (stereo not given)	-3	-2	0	-10	3	2	3
C[C@@H]1CN([C@H](C)CO)C(=O)c2ccccc2-c2ccccc2CO[C@H]1CN(C)S(=O)(=O)c1cccc(C#N)c1	4	-2	-39	17	/	1	3
CCOC(=O)N1CCN(C(=O)c2ccc(NC(=O)CC)cc2)CC1	/	/	-6	/	19	/	-8
O=C(O)CC(NC(=O)C12CC3CC(CC(C3)C1)C2)c1ccc2c(c1)OCO2 (stereo not given)	0	-1	-7	2	/	2	/
O=C(Cc1ccncc1)N1CC(=O)N2[C@H](C1)[C@@H](c1ccc(Br)cc1)[C@@H]2CO	-2	0	9	-19	/	-4	/
O=C(Nc1cccc(NC(=O)c2cccs2)c1)c1ccc2c(c1)OCO2	1	1	0	11	-8	1	-4
C[C@H](CO)N1C[C@H](C)[C@@H](CN(C)C(=O)Nc2ccc(F)cc2)Oc2ccc(NC(=O)Cn3cnnn3)cc2CC1=O	/	/	/	-6	5	/	-6
C[C@H](CO)N1C[C@H](C)[C@@H](CN(C)Cc2ccc(C(=O)O)cc2)Oc2ccc(NC(=O)c3ccncc3)cc2CC1=O	-1	2	/	6	/	-34	/
CC(NCc1cccc(S(=O)(=O)N(C)C)c1)c1ccc(F)cc1 (stereo not given)	-2	3	-2	-13	30	-2	-7
CC(C)NC(=O)N(C)C[C@@H]1Oc2ccc(NC(=O)Cc3cn(C)c4ccccc34)cc2C(=O)N([C@H](C)CO)C[C@H]1C	2	1	/	2	27	-8	2
S=C(NCc1ccco1)N/N=C/c1ccncc1	2	1	-7	7	/	-14	/
Cc1ccc(CCC(=O)Nc2ccccc2C(=O)O)o1	1	0	-7	-24	-3	0	32
O=C(NCc1ccccc1Cl)c1ccc(-c2ccccc2)cc1	-2	4	8	-33	/	-13	/
Cc1ccc(C)c(NC(=O)Cn2cnc3c(oc4ccccc43)c2=O)c1	-3	-4	-1	-12	-2	-1	2
Cc1cc(C(=O)N/N=C/c2cccn2C)no1	4	0	4	-1	/	2	/
CCN1CCN(c2ccc(S(=O)(=O)N3CCCCC3)cc2NC(=O)COc2ccc(Cl)cc2)CC1	2	-3	-1	19	-7	-2	1
CCCC#Cc1ccc([C@H]2[C@H]3CN(C(=O)c4ccccc4)CC(=O)N3[C@H]2CO)cc1	-1	3	/	0	/	33	/
O=C(NNC(=O)c1ccccn1)c1cccc([N+](=O)[O-])c1	0	2	6	-2	/	-1	/
COc1cc(/C=C(\C#N)c2nc3ccccc3[nH]2)c([N+](=O)[O-])cc1OCc1ccccc1	/	/	/	-8	-57	/	36
CC(=O)Nc1ccc(S(=O)(=O)Nc2ccccc2C(=O)N2CCOCC2)cc1	-3	2	2	12	7	-2	-7
COc1ccccc1NC(=O)N1CC(=O)N2[C@H](CO)[C@@H](c3ccc(-c4cccc(C)c4)cc3)[C@H]2C1	-1	2	-1	7	/	-10	/
COc1ccccc1-c1ccc([C@@H]2[C@@H](CO)N3CCCCN(Cc4ccncc4)C[C@@H]23)cc1	-2	/	/	-19	4	/	-13
COc1cc(NS(=O)(=O)c2ccc(NC(=O)c3ccc(S(=O)(=O)N4CCCC4)cc3)cc2)ncn1	-1	/	1	21	/	8	/
Cc1cccc(OCCC(=O)Nc2ccc(C)c(S(=O)(=O)N3CCCCC3)c2)c1	0	0	/	5	/	-5	/
CCCN(C)C[C@@H]1Oc2ncc(C#CCN(C)C)cc2C(=O)N([C@H](C)CO)C[C@@H]1C	0&0	4&0	/	-3	21&4	-2&3	0&0
C[C@@H]1CN([C@@H](C)CO)C(=O)c2cccc(NS(C)(=O)=O)c2O[C@@H]1CN(C)S(=O)(=O)c1ccc(Cl)cc1	2	0	/	9	-55	-31	-3
O=S(=O)(Nc1ccc(Br)cc1)c1cccc(NS(=O)(=O)c2cccs2)c1	1	9	-7	12	0	-5	2
COc1ccc(C(=O)NC(NC(=O)c2ccc(OC)cc2)c2ccccc2F)cc1	-5	-3	9	/	-24	2	-5
CS(=O)(=O)N1[C@@H]2CNC[C@H]1C2c1ccc(-c2ccccc2)cc1 (stereo not given in full)	-1	-8	-9&-5	7&-21	/	-2	/
CC1=CC(C)C2(COC(c3ccc[n+](C)c3)OC2)C(C)C1 (stereo not given)	-1	1	5	-29	/	-4	/

Compound activity: PubChem, Broad Institute
